Screening data: PubChem BioAssay, The Scripps Research Institute Molecular Screening Center
PLC-gamma1 inh: PLC-gamma1 enzyme inhibitors, primary screen, biochemical, fluorescence, purified enzyme | AID 720700, 2013 | inhibition, % at 12.2 µM | 1-phosphatidylinositol 4,5-bisphosphate phosphodiesterase gamma-1 (Homo sapiens), P19174 | actives 0.84% (n = 370,000) | fluorogenic substrate; in the data active = inhibition above about 9.5%
Tn7 DDE FP: inhibitors of Tn7 peptide binding to fibrin DD(E), primary screen, biochemical, fluorescence polarization, human fibrin, Tn7 probe; AID 720508, 2013; Fibrinogen beta chain (Homo sapiens), P02675; actives 0.13% (n = 370,000); inhibition, % at 8.3 µM; FP displacement of FITC-Tn7 peptide from fibrin DD(E); 0% = median of compound wells per plate;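 active = inhibition above the mean of compounds falling within the control limits plus 3 SD of them, cut at about 14% in these data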;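 note: 0% = plate median of compound wells and 100% = 10 µM Aha-Tn7 peptide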
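Assay system: human fibrin DD(E) protein / Input: 2 µM fibrin DD(E) / Benchmarks: high control of 10 µM Aha-Tn7 peptide / Measured by: fluorescence polarization of the labelled Tn7 tracer / Medium: Tris buffer with calcium and detergent, pH 7.8 / Timing: 10 min compound pre-incubation, 3 h probe incubation at room temperature / Repeats: one replicate per compound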
DDE Tn6 FP inh: inhibitors of Tn6 peptide binding to fibrin DD(E), primary screen, biochemical, fluorescence polarization, human fibrin, Tn6 probe; Fibrinogen beta chain (Homo sapiens), P02675; Fibrin DD(E) TRITC-Tn6 fluorescence polarization displacement; inhibition, % at 8.3 µM; actives 0.21% (n = 370,000); AID 720509, 2013;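 active = inhibition above a per-campaign cutoff: mean of compounds within control limits plus 3 SD, cut at about 15% in these data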;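 note: 0% = median of all compound wells on the plate and 100% = blocking peptide control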
ADAM17 inh: ADAM17 inhibitors, primary screen, biochemical, QFRET | recombinant ADAM17, EDANS/DABCYL FRET peptide cleavage | inhibition, % at 6.95 µM | actives 0.83% (n = 370,000) | AID 720648, 2013;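 active = inhibition above the mean of compounds lying between control limits plus 3 SD, set per campaign, cut at about 8.5% in these data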;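 note: 0% = DMSO-only wells as the low control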
UHRF1 MBD2 ctr: UHRF1 methylated DNA binding inhibitors, primary screen, counter-screen for MBD2 inhibitor project, biochemical, TR-FRET, human UHRF1, single concentration. AID 687016, 2013. inhibition, % at 4.4 µM. UHRF1 binding to methylated oligo. actives 0.75% (n = 370,000). E3 ubiquitin-protein ligase UHRF1 (Homo sapiens), Q96T88; in the data active = inhibition above about 21%;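 note: UHRF1 SRA domain binding a hemimethylated CpG hairpin DNA probe; 0% = median of test compound wells and 100% = reference inhibitor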
MBD2 inh: inhibitors of MBD2 binding to methylated DNA, primary screen, biochemical, TR-FRET, DNA-binding domain, human; Methyl-CpG-binding domain protein 2 (Homo sapiens), Q9UBB5; MBD2 binding to methylated oligonucleotide; inhibition, % at 4.4 µM; actives 0.31% (n = 370,000); in the data active = inhibition above about 13%
KLK7 zymogen act: proKLK7 zymogen activators, primary screen, biochemical, fluorescence intensity | purified proKLK7, EDANS-DABCYL substrate fluorescence; 100% is mature enzyme control, 0% vehicle | activation, % at 7 µM | actives 0.9% (n = 370,000);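 active = activation above the mean of all tested compounds plus 3 SD, computed per campaign excluding outliers beyond control limits, cut at about 13% in these data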
Target sequence (P49862 whole entry, looked up): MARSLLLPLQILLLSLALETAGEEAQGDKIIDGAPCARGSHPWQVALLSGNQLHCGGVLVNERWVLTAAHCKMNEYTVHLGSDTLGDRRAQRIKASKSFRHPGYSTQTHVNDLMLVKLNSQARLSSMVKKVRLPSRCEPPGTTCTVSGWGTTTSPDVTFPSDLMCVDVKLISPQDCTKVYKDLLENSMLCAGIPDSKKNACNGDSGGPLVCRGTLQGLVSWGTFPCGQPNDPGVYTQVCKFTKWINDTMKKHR
ARFGAP1 inh: inhibitors of rat ARFGAP1 GAP activity, primary screen, biochemical, fluorescence polarization, GDP tracer; ADP-ribosylation factor GTPase-activating protein 1 (Rattus norvegicus), Q62848; Arfgap1-stimulated ARF1 GTP hydrolysis, GDP FP detection; inhibition, % at 16.5 µM; actives 0.26% (n = 360,000); AID 651572, 2012;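 active = inhibition above a per-plate limit, mean inhibition of low control wells plus 3 SD, cut at about 25% in these data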;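 note: 0% = DMSO wells with enzyme and 100% = wells lacking Arfgap1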
Target sequence (Q62848 1-136 limits assumed): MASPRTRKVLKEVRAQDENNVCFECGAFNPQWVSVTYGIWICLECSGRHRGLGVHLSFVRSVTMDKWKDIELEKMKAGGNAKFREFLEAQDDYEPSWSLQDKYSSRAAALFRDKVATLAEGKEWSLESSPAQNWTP
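Repeats: one replicate per compound; assay system: rat Arfgap1 catalytic domain, aa 1-136; times: enzyme reaction 120 min at 25 °C after 20 min preincubation; detection: FP of antibody-bound GDP Alexa 633 tracer, ex 620/em 688 nm; benchmarks: high control wells lacking Arfgap1, low control full reaction with DMSO; reagent: human ARF1(Δ1-17)-GTP substrate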
ASAP1 inh: inhibitors of human ASAP1 ArfGAP activity, primary screen, biochemical, fluorescence polarization. Arf-GAP with SH3 domain, ANK repeat and PH domain-containing protein 1 (Homo sapiens), …. ASAP1-stimulated ARF1 GTP hydrolysis, GDP FP detection. inhibition, % at 16.5 µM. actives 0.19% (n = 360,000); in the data active = inhibition above about 25%;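 note: 0% = vehicle with enzyme and substrate and 100% = no enzyme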
Target sequence (Q9ULH1 325-724 limits assumed): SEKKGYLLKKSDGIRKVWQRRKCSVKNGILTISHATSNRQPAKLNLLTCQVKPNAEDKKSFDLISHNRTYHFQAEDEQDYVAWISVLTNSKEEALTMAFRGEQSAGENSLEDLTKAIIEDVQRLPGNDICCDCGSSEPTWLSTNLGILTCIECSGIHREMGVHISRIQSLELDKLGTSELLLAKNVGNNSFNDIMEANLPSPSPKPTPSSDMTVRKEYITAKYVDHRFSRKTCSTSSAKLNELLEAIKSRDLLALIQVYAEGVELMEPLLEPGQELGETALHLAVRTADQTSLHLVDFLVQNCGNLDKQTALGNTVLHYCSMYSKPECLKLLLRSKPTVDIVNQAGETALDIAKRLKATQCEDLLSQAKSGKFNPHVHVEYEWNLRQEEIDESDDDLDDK
PLC-beta3 inh: human PLC-beta3 inhibitors, primary screen, biochemical, fluorescence | inhibition, % at 12.2 µM | 1-phosphatidylinositol 4,5-bisphosphate phosphodiesterase beta-3 (Homo sapiens), Q01970 | Purified PLC-beta3, fluorogenic substrate | actives 0.18% (n = 370,000); in the data active = inhibition above about 11%;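 note: 0% = median of compound wells on plate and 100% = full blocker control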
* marks the source's active call; other numbers are inactive results. Compounds as they come; 4.1% or so of the library scored in one or more.

Every second line gives: PLC-gamma1 inh	Tn7 DDE FP	DDE Tn6 FP inh	ADAM17 inh	UHRF1 MBD2 ctr	MBD2 inh	KLK7 zymogen act	ARFGAP1 inh	ASAP1 inh	PLC-beta3 inh
- O=C(CCC(=O)N1CCOc2ccccc21)NCCCN1CCOCC1
→ 2	-5	1	1	1	-1	-0.4	-4	-2	1
- O=C(COC(=O)Cc1ccccc1F)NCc1ccccc1Cl
→ 2	2	4	-2	1	5	0.7	11	5	0
- CN(C)S(=O)(=O)N1CCN(C(=O)c2cccs2)CC1
→ 4	3	8	4	0	0	-0.7	-3	0	3
- CC1CCCN(C(=O)CN2C(=O)c3ccccc3S2(=O)=O)C1 (configuration not stated)
→ 2	2	0	-4	6	0	-0.2	-10	-13	-6
- Cc1cc(C)nc(NS(=O)(=O)c2ccc(NS(=O)(=O)c3ccsc3)cc2)n1
→ 1	-4	4	1	0	0	-0.1	14	-4	-4
- CCCCN(CC)Cc1ccc(CNC(=O)Nc2ccc(OCC)cc2)o1
→ 1	1	1	-2	-4	-5	0.8	-1	3	2
- CCc1ccc(C2c3[nH]c4ccccc4c3CCN2C(=O)c2ccc(=O)n(C)n2)cc1 (configuration not stated)
→ 1	1	-10	4	2	4	0.7	1	-7	1
- O=C(CNc1ccccc1)N/N=C/c1ccc([N+](=O)[O-])cc1
→ 2	6	-4	-1	0	0	-0.3	-9	-1	2
- C=CC(COCc1ccccc1)N(Cc1ccc(OC)cc1)S(=O)(=O)c1ccccc1Br (configuration not stated)
→ 3	2	-4	-2	-4	-4	-0.1	-8	5	3
- NS(=O)(=O)c1ccc(CCNC(=O)CN2C(=O)NC(c3ccccc3)(c3ccccc3)C2=O)cc1
→ 2	0	-6	1	-1	-4	0.3	6	-11	3
- CC(=O)c1ccccc1OCCOc1ccccc1C(C)=O
→ -1	-3	3	-5	1	3	-1.2	-2	2	-5
- Cc1ccccc1C(=O)Nc1cc(NC(=O)c2ccccc2C)cc(C(=O)O)c1
→ 2	11	7	3	-2	1	-0.1	1	-1	-2
- Clc1ccccc1/C=N/c1cc(-c2ccccc2)nn1-c1ccccc1
→ -1	-5	-1	-3	-3	6	0.3	11	11	-1
- Cc1c(NC(N)=O)c(=O)n(-c2ccccc2)n1C
→ -5	3	1	-3	4	1	-0.2	3	-10	-1
- COc1ccc(C(=O)Cn2c(C(=O)/C=C/c3ccccc3)nc3ccccc32)cc1
→ 2	-11	-7	4	3	-1	-0.6	0	1	2
- CC(=O)c1cc2c(cc1N(C(=O)c1ccco1)C(C(=O)NC1CCCC1)c1ccccc1F)OCO2 (configuration not stated)
→ -1	2	-4	-3	1	8	-0.2	-3	-6	-9
- C=CCn1c(SCC(=O)c2ccc(F)cc2)nnc1-c1ccc2c(c1)OCO2
→ 1	6	13	-2	2	5	-0.1	8	-3	0
- Cc1nc(C(=O)O)nn1-c1cc(Cl)ccc1Cl
→ 0	4	-5	0	0	5	0.3	-12	-13	1
- CCOC(=O)N1CCN(C(=O)C2CC(=O)N(c3ccc(OC)cc3)C2c2ccc(OC)cc2)CC1 (configuration not stated)
→ -2	-4	0	-5	-2	-4	-0.1	-13	-1	0
- Cn1c(CCc2ccccc2)nnc1SCC(N)=O
→ 3	-3	1	-2	-3	-2	-0.3	3	-20	-1
- O=C(NC1CCCC1)c1ccc2nc[nH]c2c1
→ 0	-6	-1	-2	2	-7	-0.4	-1	3	2
- NNC(=O)CNC(=O)C12CC3CC(CC(C3)C1)C2
→ -1	-4	0	-5	5	2	0.5	11	0	-7
- COc1cc(NC(=O)c2ccc(-c3cnn(C)c3)c3ccoc23)cc(OC)c1OC
→ -35	3	-13	-154	1	7	-81	19	0	-58
- Cc1ccc(CNC(=O)CNS(=O)(=O)c2ccc3c(c2)C(C)(C)C(=O)N3C)cc1
→ -2	9	-3	-6	1	6	0.1	-10	-2	-5
- C/C(N)=C(/C#N)C(=O)CSc1nc2ccccc2c(=O)n1-c1ccccc1C
→ 3	1	0	3	-4	-3	0.1	2	8	4
- CCCCCCCCCCCCC(=O)CCCCC(=O)O
→ 2	3	-3	-2	2	0	0.2	0	7	4
- O=C(NC1CCN(Cc2ccccc2)CC1)c1ccccc1NS(=O)(=O)c1ccc(F)c(F)c1
→ -3	6	-3	-4	2	1	0.1	-8	14	-10
- CN(C)c1ccc(C(=O)c2ccc(N(C)C)c3ccccc23)cc1
→ -83	0	-7	0	1	0	-1.1	-1	-1	-100
- CC(=O)Nc1ccc(S(=O)(=O)NC(C(=O)O)C(C)C)cc1 (configuration not stated)
→ -2	7	-7	-4	1	4	-0.8	2	1	-2
- CCCC(=O)NCC(c1cccs1)S(=O)(=O)c1ccc(C)cc1 (configuration not stated)
→ -2	4	-3	-5	1	4	-0.2	1	1	1

Entries above that have an aryl thioether with sulfur outside any ring, in the order listed:
Every second line gives: PLC-gamma1 inh	Tn7 DDE FP	DDE Tn6 FP inh	ADAM17 inh	UHRF1 MBD2 ctr	MBD2 inh	KLK7 zymogen act	ARFGAP1 inh	ASAP1 inh	PLC-beta3 inh
- C=CCn1c(SCC(=O)c2ccc(F)cc2)nnc1-c1ccc2c(c1)OCO2
→ 1	6	13	-2	2	5	-0.1	8	-3	0
- Cn1c(CCc2ccccc2)nnc1SCC(N)=O
→ 3	-3	1	-2	-3	-2	-0.3	3	-20	-1
- C/C(N)=C(/C#N)C(=O)CSc1nc2ccccc2c(=O)n1-c1ccccc1C
→ 3	1	0	3	-4	-3	0.1	2	8	4

New compounds follow.
Every second line gives: PLC-gamma1 inh	Tn7 DDE FP	DDE Tn6 FP inh	ADAM17 inh	UHRF1 MBD2 ctr	MBD2 inh	KLK7 zymogen act	ARFGAP1 inh	ASAP1 inh	PLC-beta3 inh
- CCOCCCNC(=O)/C(C#N)=C/c1ccc(Cl)c([N+](=O)[O-])c1
→ 0	4	9	2	-1	-2	0.1	2	6	2
- CC(=O)c1cccc(NC(=O)c2cnccn2)c1
→ 7	4	6	3	0	1	0.4	-4	1	-2
- COc1ccc(-c2cc(C(=O)N/N=C/c3cccnc3)c3cc(C)cc(C)c3n2)cc1
→ -292	-10	-2	-66	-3	-4	112*	15	13	-453
- CC1(C)CC(=O)C(C=NCC(N)=O)=C(O)C1
→ 3	-3	-3	-2	-3	1	0.3	-1	6	1
- COc1ccc(C(=O)OCC(=O)Nc2c(C)n(C)n(-c3ccccc3)c2=O)cc1OC
→ 3	2	-11	-10	14	10	-0.4	-5	8	-8
- COC(=O)C1=C(C)NC(C)=C(C(=O)OC)C1c1ccco1
→ -13	0	2	-12	0	-6	-0.1	0	-24	-18
- CC(C)(C)N(Cc1ccc2c(c1)OCO2)C(=O)/C=C\S(=O)c1ccccc1 (configuration not stated)
→ 0	-5	9	-2	0	-1	-0.1	-3	7	2
- CCOC(=O)c1c(NC(=O)COC)sc(C(C)=O)c1C
→ 6	0	0	5	3	-2	-0.1	-7	-4	9
- CCOc1ncccc1C(=O)NCCN1C(=O)S/C(=C/c2cccs2)C1=O
→ 13*	-3	0	1	1	-3	-0.6	-6	8	9
- COC(=O)C(Cc1cnc(Cl)s1)(C(=O)OC)c1ccc(C(F)(F)F)cc1[N+](=O)[O-]
→ 3	0	-8	5	-2	-2	0.0	6	9	3
- O=C1CN(Cc2ccccc2)CC(=O)N1
→ 2	3	3	-3	-2	0	0.3	0	-18	-4
- Cc1ccc(CNC(=O)CNC(=O)c2ccc(Br)o2)cc1
→ 9	-1	-2	-3	1	-2	0.1	-2	8	-5
- O=S(=O)(NC1CCCCC1)c1ccc(F)c2ccccc12
→ 0	6	8	-2	-4	-1	0.2	-2	-2	-1
- COc1ccc(C)cc1-n1c(N)c(C#N)c(C#N)c1-c1ccc(OC)c(OC)c1OC
→ 0	5	-4	-3	3	5	-0.5	1	0	2
- Cc1ccc(F)c(NC(=O)c2cncn2-c2ccccc2)c1
→ 6	-5	-2	0	3	2	0.2	10	9	-5
- CCN(CC(=O)NCc1ccc(F)cc1)C(=O)COc1ccccc1[N+](=O)[O-]
→ -1	0	-2	-1	0	-1	31*	4	-6	0
- CCCCCC(=O)NCC(C)NC(=O)CCCCC (configuration not stated)
→ -1	1	-10	-2	-3	-1	0.2	12	-5	3
- CN1CCN(C(=O)C[C@H]2C[C@H]3c4cc(NC(=O)NC5CCCCC5)ccc4O[C@H]3[C@@H](CO)O2)CC1
→ 0	4	0	3	4	-1	0.8	-6	8	-3
- COc1ccccc1CN(C)CC(=O)Nc1cccc2ccccc12
→ -1	-4	0	2	-3	-1	-0.5	-12	-6	-4
- Cn1c(=O)[nH]c(=O)c2c1nc(CN1CCN(c3ccc(F)cc3)CC1)n2CCc1ccccc1
→ 5	-3	-3	1	-3	3	0.0	-4	4	4
- COc1cc(Cl)ccc1OCc1cc(C(=O)NC(C)Cc2cccnc2)no1 (configuration not stated)
→ 3	1	-2	-2	-3	-2	-0.2	-1	0	-5
- CCc1ccccc1NC(=O)[C@@H]1CCC(=O)N1C1OC(=O)c2ccccc21 (some centres not stated)
→ 2	8	-6	-3	6	2	-0.5	2	-5	0
- Cc1ccc(Nc2ccc([N+](=O)[O-])ccc2=O)cc1
→ -1	5	0	-2	-4	1	0.6	0	-16	-4
- COc1ccc(S(=O)(=O)N2CCC(C(N)=O)(N3CCCCC3)CC2)cc1OC
→ 1	-1	-4	-2	-2	-6	0.9	-9	-12	-3
- COc1ccc(C(=O)NNC(=O)c2ccc(F)c(S(=O)(=O)N3CCOCC3)c2)cc1
→ 0	-2	-8	-1	12	3	0.2	-1	-6	7
- COC(=O)c1ccccc1OCC(=O)N1CCN(c2ccc(Cl)cc2)CC1
→ 2	9	7	-3	0	1	-0.1	-3	3	-1
- CCn1cc(C(=O)NP(=O)(Nc2ccc(C)cc2)Nc2ccc(C)cc2)c2ccccc21
→ 1	7	-8	-2	-4	3	0.4	-2	-3	-7
- COc1ccc(NC(=O)c2ccc3c(SCC(=O)O)c4c(nc3c2)CCCC4)c(OC)c1
→ -11	-4	0	1	0	-4	-0.2	-4	3	-11
- Cc1nn(-c2ccccc2)c(N2CCCC2)c1/C=N/NC(=S)Nc1ccccc1C(F)(F)F
→ -24	-2	-3	2	2	2	-8.4	-6	3	-23
